Assay outcomes from PubChem.
MEKK2wt PB1 HTS: raises or lowers MEK5 binding to wildtype human MEKK2 PB1 domain | Q9Y2U5 | bead flow cytometry, Alexa488-MEK5 binding to MEKK2 WT; actives lie on both sides | binding response (% of control), % at 10 µM | hit rate 1.1% among 290,000; in the data active = binding response below about 67% or above about 130%
MEKK2 mut-MEK5: signal of MEK5 binding to mutant human MEKK2 PB1 domain. bead flow cytometry, Alexa488-MEK5 binding to MEKK2 mutant. percent response, % at 10 µM. hit rate 0.35% among 290,000. AID 1530; in the data active = percent response above about 24%, passing the limit was not always enough; note: inactives centre near 1; some results filed as inactive read as strong as hits
DNA FID counter: fluorescent intercalator displacement, NS3 helicase counter-screen | DNA fluorescent intercalator displacement, fluorescence | inhibition, % at 7.9 µM | hit rate 0.17% among 290,000 | AID 1845; in the data active = inhibition above about 37%;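 note: 0% = vehicle and 100% = reference compound; higher means more ethidium bromide displaced from hairpin DNA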
CRFR2-BP ag: agonists of human CRF-binding protein/CRF-R2 receptor complex; HEK293 CRF-R2/CRF-BP, calcium dye fluorescence (FLIPR); percent of saturating CRF peptide response; activation, % at 13.2 µM; hit rate 0.46% among 350,000; AID 588473;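 active = activation of at least 50%, plus an integration ratio under a set limit after plate pattern correction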;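 note: plate controls were neutral control wells without compound for no effect and CRF at EC100 for full effect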
NS3 helicase inh: inhibitors of Hepatitis C virus NS3 helicase; NS3 helicase DNA unwinding, Cy5 molecular beacon fluorescence; inhibition, % at 10.9 µM; hit rate 0.56% among 290,000;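 active = inhibition above the mean of all tested compounds plus 3 SD, set per campaign, cut at about 35% in these data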;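 note: 0% = DMSO wells and 100% = thioflavine S control wells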
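System: HCV NS3 helicase fragment; control set: DMSO and thioflavine S; technique: Cy5 fluorescence at 0 and 60 min, beacon hairpin quenching; reagent: beacon DNA duplex substrate plus ATP; replicates: singlicate; schedule: 1 h reaction at 25 °C, ATP-initiated; medium: MOPS buffer pH 6.5 with MgCl2, DTT, Tween20, BSA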
GalR3 antagonist: blocks the human galanin receptor 3 | HEK293 GalR3-CNG cAMP membrane potential fluorescence; galR3 body fused to GalR1 C-terminus | inhibition, % at 3 µM | hit rate 0.44% among 360,000;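 active = inhibition above the screen-wide average plus 3 SD, cut at about 13% in these data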;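 note: forskolin and galanin both at EC90 stimulate the cells; cAMP rise reported by CNG channel membrane potential dye signal; 0% = forskolin plus galanin with DMSO and 100% = forskolin alone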
Target sequence (O60755 1-299 limits assumed): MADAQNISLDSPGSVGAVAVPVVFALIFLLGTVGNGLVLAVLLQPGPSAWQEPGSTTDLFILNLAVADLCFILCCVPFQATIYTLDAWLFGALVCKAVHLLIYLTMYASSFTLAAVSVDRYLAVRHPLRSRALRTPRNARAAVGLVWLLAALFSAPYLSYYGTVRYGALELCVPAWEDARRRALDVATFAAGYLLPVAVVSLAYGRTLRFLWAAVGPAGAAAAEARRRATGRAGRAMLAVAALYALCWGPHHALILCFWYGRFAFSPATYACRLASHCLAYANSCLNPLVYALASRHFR
UBC9 SUMO inh: inhibitors of human SUMOylation (UBC9); P63279; HTRF SUMOylation assay, SAE1/SAE2 + UBC9, in vitro; inhibition, % at 35 µM; hit rate 0.36% among 290,000; in the data active = inhibition above about 50%, passing the limit was not always enough; note: strong numbers were not always called active
Target sequence (P63279 whole entry, looked up): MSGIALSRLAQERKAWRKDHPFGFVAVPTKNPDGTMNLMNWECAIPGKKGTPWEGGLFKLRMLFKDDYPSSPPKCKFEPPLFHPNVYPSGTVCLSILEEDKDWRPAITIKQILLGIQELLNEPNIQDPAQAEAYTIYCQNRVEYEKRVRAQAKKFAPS
MEKK3 PB1 HTS: raises or lowers MEK5 binding to the human MEKK3 PB1 domain. hit rate 1.4% among 290,000. Q99759. bead-based flow cytometry, Alexa488-MEK5 binding to MEKK3; actives lie on both sides; 0 = blocked by unlabeled MEK5, 100 = vehicle. binding response (% of control), % at 10 µM. AID 1529;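 active = binding response more than 3 SD above or below the average of its plate-row segment, actives on both sides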;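 note: Alexa488 bead fluorescence after subtracting the streptavidin-only scavenger bead signal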
CRFBP-R2 block: CRF-BP/CRF-R2 complex antagonism; HEK293 CRF-R2/CRF-BP, CRF-induced calcium fluorescence; inhibition, % at 11.8 µM; hit rate 0.59% among 350,000; AID 588475;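 active = inhibition of the ligand-induced calcium signal above about 50% at the single tested concentration, limit read from the data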
Starred values were filed as active, the others as inactive; nt = no result given. This is a subset; rates above refer to the full screens.

(1) Cn1nc(C(F)(F)F)c2cc(C(=O)Nc3ccc(F)cc3F)sc21
(2) CCOC(=O)C(CCCCCOc1ccccc1[N+](=O)[O-])C(=O)OCC
(3) CCCNc1nc2c(c(=O)[nH]c(=O)n2C)n1CCCc1ccccc1
(4) Cc1ccc(NC2=NC3(CCCCC3)N=C(N)N2)c(C)c1
(5) Cc1[nH]n(-c2ccccc2)c(=O)c1C=Nc1ccc(S(=O)(=O)NC(N)=O)cc1
(6) CC(CNS(=O)(=O)c1ccc2c(c1)NC(=O)CCS2)c1ccccc1 (centres undefined)
(7) O=C(CCc1nnc(Cc2cccc(C(F)(F)F)c2)o1)NCC(F)(F)F
(8) CCc1nccn1S(=O)(=O)c1ccc(OC)c(C)c1C
compound no.,1,2,3,4,5,6,7,8
MEKK2wt PB1 HTS,97,98,98,107,97,101,96,101
MEKK2 mut-MEK5,0,-3,0,6,2,2,-10,-1
DNA FID counter,-7,-24,-5,0,1,-30,-6,-1
CRFR2-BP ag,3.7,-1.6,-1.3,-0.6,1.7,-1.2,-0.2,-0.3
NS3 helicase inh,-4,1,4,-7,-1,8,-3,-3
GalR3 antagonist,0,-3,-3,-7,-5,1,-4,4
UBC9 SUMO inh,-12,-16,12,-15,12,0,15,-13
MEKK3 PB1 HTS,99,98,98,101,100,104,103,100
CRFBP-R2 block,-10,19,-10,-7,-12,6,2,-2

(9) Cc1c(C(=O)COC(C)(C)C)[nH]c2ccccc12
(10) O=C(COc1ccc(S(=O)(=O)N2CCCCC2)cc1)N1CCOCC1
(11) CC1CCCCN1C(=S)NCc1ccccc1 (centres undefined)
(12) Cc1cc2[nH]c(=O)c(=O)[nH]c2cc1S(=O)(=O)Nc1cccc(Cl)c1C
(13) COc1ccccc1C1=NOC(COC(=O)c2ccc(Br)cc2)C1 (centres undefined)
(14) CCC1SC2=NCN(c3ccccc3)CN2C1=O (centres undefined)
(15) O=C(NC1=NCCS1)c1ccc(Cl)s1
(16) CCOc1ccc(NC(=O)CC2C(=O)N(c3ccc(OC)cc3)C(=S)N2Cc2ccccn2)cc1 (centres undefined)
compound no.,9,10,11,12,13,14,15,16
MEKK2wt PB1 HTS,115,111,95,100,97,91,102,93
MEKK2 mut-MEK5,13,7,6,2,1,0,5,-7
DNA FID counter,-14,-6,1,-10,-25,6,-1,-29
CRFR2-BP ag,-3.2,-1.4,0.3,-1.2,0.2,nt,-1.0,-1.2
NS3 helicase inh,3,-3,-3,-1,-5,9,0,-23
GalR3 antagonist,-1,-1,0,3,-5,nt,-11,7
UBC9 SUMO inh,8,12,6,9,2,5,10,-16
MEKK3 PB1 HTS,109,107,100,102,101,95,102,96
CRFBP-R2 block,12,6,-7,3,20,nt,-4,-15

(17) O=C(Nc1ccc2c(c1)OCO2)c1ccc(=O)[nH]n1
(18) CN(c1ccccc1)S(=O)(=O)c1ccc(Cl)c(C(=O)Nc2nn[nH]n2)c1
(19) O=C(O)C1CC=CCC1C(=O)Nc1cccnc1 (centres undefined)
(20) CSc1ccc(/C=N/n2nnnc2N)cc1
(21) OC(c1ccccn1)C1CCN(Cc2nc(C(c3ccccc3)c3ccccc3)no2)CC1 (centres undefined)
(22) CC(C)(NO)/C(=N\O)c1ccccc1
(23) Cc1ccc(O)c(C(=O)CC(=O)c2ccc(Cl)cc2)c1
(24) Cc1sc2ncn(CC(=O)NCCCC(=O)N3CCN(c4ccccc4F)CC3)c(=O)c2c1C
compound no.,17,18,19,20,21,22,23,24
MEKK2wt PB1 HTS,100,72,99,89,93,104,96,102
MEKK2 mut-MEK5,-9,-12,-3,-2,-5,2,2,0
DNA FID counter,-5,-4,1,0,-33,-2,-17,-49
CRFR2-BP ag,-0.6,-0.7,-4.9,-4.9,-0.1,-0.5,22,-0.3
NS3 helicase inh,2,13,-1,1,-6,1,29,-2
GalR3 antagonist,-7,-4,-5,-2,-3,1,-13,-9
UBC9 SUMO inh,6,10,-3,28,3,-22,6,4
MEKK3 PB1 HTS,101,57,98,93,97,94,101,103
CRFBP-R2 block,-6,15,0,-4,19,4,-33,-5

(25) COc1ccc(NC(=O)CN(c2cc(C)cc(C)c2)S(=O)(=O)c2c(C)noc2C)cc1OC
(26) C=CCNc1nc(N)c([N+](=O)[O-])c(N2CCCCCC2)n1
(27) CC1CCCCN1C(=O)CSc1nnc(-c2ccco2)n1C (centres undefined)
(28) CCOC(=O)CCCNC(=O)c1cncc(O)c1
(29) CCOC(=O)N1CCN(C(=O)CCS(=O)(=O)c2ccc3c(c2)CCN3C(=O)CC)CC1
(30) O=C(Nc1ccc2nccnc2c1)c1cnccn1
(31) CCOC(=O)CC1(NC(=O)c2cc(COc3cncc(Cl)c3)on2)CCCCC1
(32) Cc1ccccc1N(C)S(=O)(=O)c1nnc(NC(=O)c2ccco2)s1
compound no.,25,26,27,28,29,30,31,32
MEKK2wt PB1 HTS,101,100,96,nt,101,105,111,99
MEKK2 mut-MEK5,2,5,-3,nt,4,3,8,3
DNA FID counter,-9,-12,-3,-6,-25,-3,-50,-24
CRFR2-BP ag,0.7,-0.9,1.1,-1.1,0.6,0.6,0.0,-0.2
NS3 helicase inh,0,6,7,-4,-9,3,7,5
GalR3 antagonist,1,-10,-8,-4,4,-3,-2,0
UBC9 SUMO inh,-6,3,0,21,14,14,-3,20
MEKK3 PB1 HTS,100,101,101,nt,99,103,103,98
CRFBP-R2 block,5,1,6,38,-6,8,-14,7

(33) O=C(CS(=O)(=O)c1ccc(Br)cc1)N1CCOCC1
(34) O=C(/C=C/c1ccco1)N1CCN(c2ncccn2)CC1
(35) CCCCOC(=O)/C=C/c1c(C)[nH]c(=O)[nH]c1=O
(36) Cc1ccccc1NC(=O)CSC1=NCCN1
(37) Cc1ccc(C(=O)N2CCN(c3ncccn3)CC2)o1
(38) CCCCC(=O)Nc1nnc(S(=O)(=O)N2CCCc3ccccc32)s1
(39) O=C(O)CCCC(=O)Nc1ccccc1C(=O)N1CCOCC1
(40) CC(NCc1cccc(OCc2ccccc2)c1)C(O)c1ccccc1 (centres undefined)
compound no.,33,34,35,36,37,38,39,40
MEKK2wt PB1 HTS,101,102,101,107,100,97,64,119
MEKK2 mut-MEK5,1,-1,0,6,2,-3,-29,12
DNA FID counter,2,-2,2,0,3,-19,0,27
CRFR2-BP ag,-1.3,-3.2,1.3,-1.9,-1.1,0.8,-0.8,1.1
NS3 helicase inh,1,-5,-8,6,-1,18,-10,-52
GalR3 antagonist,-4,-1,-5,-3,-4,1,10,-4
UBC9 SUMO inh,7,11,8,11,22,-13,10,9
MEKK3 PB1 HTS,102,103,122,107,98,98,65,100
CRFBP-R2 block,2,27,-11,17,3,-4,3,-10

(41) Cc1cc(/C=N/n2c(COc3ccccc3)nc3ccccc3c2=O)c(O)c([N+](=O)[O-])c1
(42) COc1ccc(CC(=O)NNC(=O)COc2ccc3ccccc3c2)cc1
(43) CC(C)Nc1nc(Cl)nc(Nc2ccccc2)n1
(44) Cn1c(=O)c2c(O)c(Cc3ccccc3)c(=O)n(C)c2n(C)c1=O
(45) CCc1ccc(NS(=O)(=O)c2ccc(OC)c3ncccc23)cc1
(46) CC(C)c1ccc(/C=C(\NC(=O)c2ccccc2)C(=O)NCCCn2ccnc2)cc1
(47) COc1ccc(CCNC(=O)COc2cc(C)cc3oc(=O)cc(C)c23)cc1
(48) CCC(=O)N=c1sc2c(C)cc(C)cc2n1CC(=O)OC
compound no.,41,42,43,44,45,46,47,48
MEKK2wt PB1 HTS,113,117,104,111,95,109,106,113
MEKK2 mut-MEK5,12,12,2,22,-7,7,1,4
DNA FID counter,-1,-10,-5,-6,-36,1,-25,-6
CRFR2-BP ag,-0.4,-1.3,-0.4,4.5,-0.5,-0.5,-0.8,-9.7
NS3 helicase inh,6,9,2,-1,-11,-33,6,1
GalR3 antagonist,31*,-4,-6,-2,-10,2,-6,nt
UBC9 SUMO inh,93*,-115,-4,14,1,4,10,-17
MEKK3 PB1 HTS,101,101,105,120,98,103,100,108
CRFBP-R2 block,33,2,19,17,-9,1,2,3

(49) CCNC(=S)N1CCN(c2nc(CC)nc3sc4c(c23)CCCC4)CC1
(50) Cc1cccc(NC(=O)c2ccc3c(c2)OCCO3)n1
(51) Cc1noc(C)c1COC(=O)c1cccnc1SCC(=O)Nc1ccc2c(c1)OCO2
(52) N/C(=N\OC(=O)c1ccc(Cl)c(Cl)c1)c1cccnc1
(53) CC(=O)Nc1ccc(NC(=O)Cn2cc3c(n2)CCC(C)C3)cc1 (centres undefined)
(54) O=C(c1noc2c1CCCC2)N1CCCC(N2CCN(c3ccccc3F)CC2)C1 (centres undefined)
(55) COc1cc(/C=C2\C(=N)N3N=C(C)SC3=NC2=O)cc(OC)c1OCCOc1ccccc1C
(56) Cc1ccc(S(=O)(=O)CC(CN2CCCCC2)N2CCCCC2)cc1 (centres undefined)
compound no.,49,50,51,52,53,54,55,56
MEKK2wt PB1 HTS,104,100,102,105,101,99,100,81
MEKK2 mut-MEK5,11,1,3,4,3,0,-1,-14
DNA FID counter,-29,-7,-23,1,-4,-13,-25,-2
CRFR2-BP ag,-0.1,0.0,1.0,-0.2,nt,-2.3,1.6,-0.8
NS3 helicase inh,-11,1,-9,4,-3,15,45*,5
GalR3 antagonist,-4,nt,-6,-5,-3,nt,-7,8
UBC9 SUMO inh,-4,3,13,6,21,8,6,-10
MEKK3 PB1 HTS,102,100,116,104,103,99,101,82
CRFBP-R2 block,2,13,10,2,nt,7,-13,-7

Part of the list above, showing only MEKK2wt PB1 HTS and CRFBP-R2 block:
| no. | Molecule | MEKK2wt PB1 HTS | CRFBP-R2 block |
| --- | --- | --- | --- |
| 28 | CCOC(=O)CCCNC(=O)c1cncc(O)c1 | nt | 38 |
| 42 | COc1ccc(CC(=O)NNC(=O)COc2ccc3ccccc3c2)cc1 | 117 | 2 |
| 6 | CC(CNS(=O)(=O)c1ccc2c(c1)NC(=O)CCS2)c1ccccc1 (centres undefined) | 101 | 6 |
